OXTR potentiate: human OXTR potentiators, primary screen, fluorescence, CHO-OTR cells, Fluo-8 calcium. 320,000 tested, 0.061% active. Oxytocin receptor (Homo sapiens), P30559. activation, % at 3 µM. Fluo-8 calcium fluorescence, potentiator mode; 0% = oxytocin EC15, 100% = EC100;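 active = activation above that plate's cutoff, the mean activation of tested compounds plus 3 SD, cut at about 6.6% in these data, passing the limit was not always enough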;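 note: 100% uses oxytocin at 75 nM as the full agonist control; some results filed as inactive read as strong as hits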
Target sequence (P30559 whole entry, looked up): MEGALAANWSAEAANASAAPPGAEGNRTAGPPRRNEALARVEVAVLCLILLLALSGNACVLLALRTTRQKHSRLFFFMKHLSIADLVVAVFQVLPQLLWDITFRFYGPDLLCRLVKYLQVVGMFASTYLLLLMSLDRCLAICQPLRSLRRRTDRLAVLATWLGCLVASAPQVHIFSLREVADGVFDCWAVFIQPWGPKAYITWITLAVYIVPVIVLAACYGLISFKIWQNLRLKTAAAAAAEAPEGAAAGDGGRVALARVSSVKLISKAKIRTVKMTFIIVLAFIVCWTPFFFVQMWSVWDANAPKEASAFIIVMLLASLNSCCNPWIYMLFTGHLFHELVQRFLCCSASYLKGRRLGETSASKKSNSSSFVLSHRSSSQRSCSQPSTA
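Dosing: Single dose, 3.0 µM nominal final compound concentration | Material: Human OTR in CHO cells | Technique: Kinetic Fluo-8 calcium fluorescence | Benchmarks: EC15 oxytocin alone as 0%, 75 nM oxytocin as 100% | Probe or stimulus: Oxytocin at about EC15, sub-maximal agonist stimulus | Incubation: Compound 6 min at room temperature before oxytocin, 100 s read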
M1 antag: human M1 muscarinic receptor antagonists, primary screen, CHO-K1 cells, Fluo-8 calcium fluorescence, 1536-well. inhibition, % at 3 µM. CHO-K1 hM1, ACh EC80 antagonist. 360,000 tested, 1.3% active;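 active = percent inhibition above its own plate's cutoff, namely the mean of that plate's compound wells plus 3 SD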;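 note: peak over basal fluorescence ratio during 140 s after agonist addition; 0% = ACh EC80 plus DMSO and 100% = DMSO alone without agonist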
Target sequence (P11229 whole entry, looked up): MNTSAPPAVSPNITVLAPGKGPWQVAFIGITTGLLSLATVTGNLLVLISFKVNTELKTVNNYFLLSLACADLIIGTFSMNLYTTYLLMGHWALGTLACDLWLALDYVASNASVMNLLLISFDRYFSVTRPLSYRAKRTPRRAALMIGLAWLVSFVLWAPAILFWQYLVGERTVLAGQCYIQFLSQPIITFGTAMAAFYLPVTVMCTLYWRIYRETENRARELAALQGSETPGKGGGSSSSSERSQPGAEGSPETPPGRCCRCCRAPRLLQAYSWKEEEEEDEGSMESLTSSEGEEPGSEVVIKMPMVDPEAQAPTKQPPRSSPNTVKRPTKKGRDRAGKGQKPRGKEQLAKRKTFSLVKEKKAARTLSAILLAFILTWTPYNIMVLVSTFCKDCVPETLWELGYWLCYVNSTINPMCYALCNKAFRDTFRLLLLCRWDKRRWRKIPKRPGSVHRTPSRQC
V1R ag counter: agonists of human V1a receptor, primary screen, counter-screen for OXTR agonist project, fluorescence, CHO-V1R cells | Vasopressin V1a receptor (Homo sapiens), P37288 | activation, % at 3 µM | 320,000 tested, 0.25% active | Fluo-8 calcium fluorescence, agonist mode; 0% DMSO, 100% 3 nM vasopressin;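 active = activation above the mean activation of all tested compounds plus 3 SD, per screening run, cut at about 20% in these data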;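 note: signal is peak over basal fluorescence ratio across a 100 second FLIPR read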
OXTR agonist: human OXTR agonists, primary screen, fluorescence, CHO-OTR cells, Fluo-8 calcium | AID 2435, 2010 | Fluo-8 calcium fluorescence; normalized: DMSO 0%, oxytocin 100% | activation, % at 3 µM | Oxytocin receptor (Homo sapiens), P30559 | 320,000 tested, 0.32% active;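 active = activation above the mean of all tested compounds plus 3 SD, cutoff set per screening run, cut at about 20% in these data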;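 note: peak over basal fluorescence ratio from a 100 s FLIPR kinetic read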
CHO parental Ca: ATP-evoked calcium signal inhibitors, parental CHO, primary screen, counter-screen for OX1R antagonist project, cell-based, fluorescence, Fluo-8 calcium dye | parental CHO-K1, ATP-induced calcium, Fluo-8 fluorescence | AID 463079, 2010 | inhibition, % at 5.6 µM | 330,000 tested, 0.63% active;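 active = inhibition above that plate's mean sample inhibition plus 3 SD, cut at about 26% in these data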;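 note: 0% = ATP-challenged DMSO wells and 100% = DMSO wells without ATP; some compounds past the cut are filed as inactive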
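Test system: untransfected parental CHO cell line. Compound: one dose, 5.6 µM nominal. Detection: intracellular calcium via Fluo-8 no-wash fluorescent dye. Measure: % inhibition. Benchmarks: ATP-challenged DMSO wells low, unchallenged DMSO wells high.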
TAAR1 antag: human TAAR1 antagonists, primary screen, Fluo-8 calcium fluorescence, CHO RD-HGA16 cells. Trace amine-associated receptor 1 (Homo sapiens), Q96RJ0. antagonist. inhibition, % at 3 µM. 360,000 tested, 1.5% active. AID 624466, 2012;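 active = inhibition above a per-plate cutoff, the mean inhibition of test compounds on that plate plus 3 SD, cut at about 49% in these data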;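 note: 0% = DMSO plus EC80 beta-PEA response and 100% = DMSO alone without agonist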
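Assay system: CHO-derived RD-HGA16 cells stably expressing human TAAR1 plus Gα16. Timing: 140 s kinetic read after compound, 140 s after agonist. Technique: kinetic Fluo-8 calcium fluorescence measurement. Measure: % inhibition of agonist calcium response.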
CHRM1 PAM: human M1 muscarinic receptor positive allosteric modulators, primary screen, CHO-K1 cells, Fluo-8 calcium fluorescence, 1536-well; AID 588819, 2011; 360,000 tested, 0.088% active; Muscarinic acetylcholine receptor M1 (Homo sapiens), P11229; activation, % at 3 µM; CHO-K1 hM1, ACh EC20; 0% = ACh EC20, 100% = maximal ACh; in the data active = activation above about 19%, passing the limit was not always enough
CHRM1 agonist: human M1 muscarinic receptor agonists, primary screen, Fluo-8 calcium fluorescence, CHO-K1 cells, HTS. CHO-K1 hM1, agonist mode; 0% DMSO, 100% acetylcholine EC100. activation, % at 3 µM. 360,000 tested, 0.33% active;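 active = activation above the run's mean compound activation plus 3 SD, cut at about 16% in these data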;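 note: peak over basal fluorescence ratio within a 140 s kinetic read after compound addition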
TAAR1 ag: human TAAR1 agonists, primary screen, Fluo-8 calcium fluorescence, CHO RD-HGA16 cells; vehicle wells 0%, saturating PEA agonist 100%; activation, % at 3 µM; 360,000 tested, 0.99% active;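 active = activation above the mean activation of all test compounds in the run plus 3 SD, cut at about 38% in these data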
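Signal – calcium-sensitive Fluo-8 signal, excitation 470-495, emission 515-575 nm · System – RD-HGA16 (CHO) cells co-expressing Gα16 and hTAAR1 · Incubation – 17-24 h seeding, 75 min 37 °C dye, 30 min RT · Compound dosing – 3 µM single concentration · Repeats – no replicates (n 1)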
* marks the source's active call; other numbers are inactive results.

COc1ccc(/C=C2\COc3ccccc3C2=O)cc1OC was read as OXTR potentiate 2, M1 antag 6, V1R ag counter 5.0, OXTR agonist -1.5, CHO parental Ca -18, TAAR1 antag 39, CHRM1 PAM -7, CHRM1 agonist -7 and TAAR1 ag 36.
`O=C(CSc1nnnn1-c1ccccc1)Nc1ccc(N2CCOCC2)c(Cl)c1` gave OXTR potentiate -6, M1 antag -8, V1R ag counter 1.4, OXTR agonist 4.1, CHO parental Ca -16, TAAR1 antag 16, CHRM1 PAM -4, CHRM1 agonist -2 and TAAR1 ag 5.
`CN1C(=O)[C@H]2[C@@H](/C=C/c3ccccc3)N3C(=O)CN(CCO)C(=O)[C@@]3(C)[C@H]2C1=O` gave OXTR potentiate -5, M1 antag -6, V1R ag counter 0.3, OXTR agonist -0.4, CHO parental Ca -4, TAAR1 antag -7, CHRM1 PAM 7, CHRM1 agonist -1 and TAAR1 ag 0.
Screening CC(C)(C)c1ccc(/C=C/C(=O)Nc2nncs2)cc1 returned OXTR potentiate -1, M1 antag 3, V1R ag counter 0.5, OXTR agonist -2.3, CHO parental Ca 0, TAAR1 antag -13, CHRM1 PAM 0, CHRM1 agonist -3 and TAAR1 ag 2.
Screening C=CCc1cccc(/C=N/NC(=O)CCCNc2ccc(C)cc2)c1O returned OXTR potentiate -6, M1 antag -1, V1R ag counter 0.2, OXTR agonist -1.8, CHO parental Ca -18, TAAR1 antag 14, CHRM1 PAM 5, CHRM1 agonist -7 and TAAR1 ag 5.
For Cc1nn(-c2ccccc2)c2c1C(c1cccs1)C(C#N)=C(N)O2 (stereo not drawn) the results were OXTR potentiate -3, M1 antag -2, V1R ag counter 1.4, OXTR agonist 0.0, CHO parental Ca -23, CHRM1 PAM -4 and CHRM1 agonist -2.
Screening CCCCOC(=O)C1=C(C)Nc2ncnn2C1c1ccc(OC)c(OC)c1 (stereo not drawn) returned OXTR potentiate 2, M1 antag -11, V1R ag counter -0.4, OXTR agonist -0.8, CHO parental Ca -21, TAAR1 antag 1, CHRM1 PAM 12, CHRM1 agonist -2 and TAAR1 ag 7.
`CCCCC(=O)Nc1nnc(S(=O)(=O)N(CC)c2ccc(OC)cc2)s1` gave M1 antag -10, TAAR1 antag -18, CHRM1 PAM 3, CHRM1 agonist -5 and TAAR1 ag -2.
`Cc1ccc(S(=O)(=O)Oc2ccc(/C=N/NC(=O)c3cccnc3)cc2)cc1` gave OXTR potentiate -12, M1 antag 0, V1R ag counter 1.0, OXTR agonist 1.7, CHO parental Ca -6, TAAR1 antag 30, CHRM1 PAM -1, CHRM1 agonist -3 and TAAR1 ag 8.
For COc1ccccc1NC(=S)N(Cc1ccco1)Cc1cc2cc(C)c(C)cc2[nH]c1=O the results were OXTR potentiate -7, M1 antag 1, V1R ag counter 0.4, OXTR agonist -0.1, CHO parental Ca -18, TAAR1 antag -6, CHRM1 PAM 2, CHRM1 agonist -7 and TAAR1 ag 4.
For Cc1c(CCO)sc[n+]1CC(=O)OCCC12CC3CC(CC(C3)C1)C2 the results were OXTR potentiate -13, M1 antag -2, V1R ag counter -0.9, OXTR agonist -0.4, CHO parental Ca -6, TAAR1 antag -5, CHRM1 PAM -6, CHRM1 agonist -11 and TAAR1 ag 3.
CC(=O)N1CSCC1C(=O)O (stereo not drawn) was read as OXTR potentiate -6, M1 antag -8, V1R ag counter 1.5, OXTR agonist 0.5, CHO parental Ca -1, TAAR1 antag -2, CHRM1 PAM 7, CHRM1 agonist -3 and TAAR1 ag -1.
`Cc1cc(C(=O)NC(C)c2ccccc2)c2cc(F)ccc2n1` (stereo not drawn) gave OXTR potentiate -11, M1 antag -8, V1R ag counter -1.5, OXTR agonist -1.1, CHO parental Ca 14, TAAR1 antag 10, CHRM1 PAM 8, CHRM1 agonist -16 and TAAR1 ag 7.
CC(=O)Nc1ccc(NC(=O)COC(=O)Cn2cnc3ccccc32)cc1 was read as OXTR potentiate -4, M1 antag 17, V1R ag counter 0.8, OXTR agonist 1.7, CHO parental Ca -11, TAAR1 antag -3, CHRM1 PAM -11, CHRM1 agonist -3 and TAAR1 ag 1.
CCOC(=O)CSc1nnc(Cc2ccccc2)n1CC1CCCO1 (stereo not drawn) was read as OXTR potentiate 5, M1 antag -6, V1R ag counter -0.5, OXTR agonist -0.4, CHO parental Ca -9, TAAR1 antag 1, CHRM1 PAM 7, CHRM1 agonist -4 and TAAR1 ag 0.
For Cc1nnsc1C(=O)NNc1c(Cl)cccc1Cl the results were OXTR potentiate 7, M1 antag 14, V1R ag counter 0.8, OXTR agonist -0.9, CHO parental Ca -3, TAAR1 antag -8, CHRM1 PAM -5, CHRM1 agonist -2 and TAAR1 ag 4.
`CC(Oc1ccc(Cl)cc1)C(=O)Nc1ccccc1C(=O)N1CCOCC1` (stereo not drawn) gave OXTR potentiate -3, M1 antag -7, V1R ag counter -0.4, OXTR agonist -1.0, CHO parental Ca -18, TAAR1 antag -11, CHRM1 PAM 5, CHRM1 agonist -3 and TAAR1 ag 3.
`O=C(Nc1ccc(N2CCCCC2)cc1)c1ccc2c(c1)OCCO2` gave OXTR potentiate -4, M1 antag 14, V1R ag counter 4.7, OXTR agonist 5.2, CHO parental Ca -10, TAAR1 antag 3, CHRM1 PAM -7, CHRM1 agonist -1 and TAAR1 ag 12.
For CCOC(=O)c1[nH]ncc1CN1CCCC(C(=O)c2cccc3ccccc23)C1 (stereo not drawn) the results were OXTR potentiate -5, M1 antag -6, V1R ag counter 1.7, OXTR agonist 1.7, CHO parental Ca -12, TAAR1 antag -16, CHRM1 PAM 6, CHRM1 agonist -10 and TAAR1 ag 9.
`Cc1cc(NC(=O)C(C)SCC(=O)Nc2cc(Cl)ccc2N2CCN(C)CC2)no1` (stereo not drawn) gave OXTR potentiate -2, M1 antag 3, V1R ag counter -1.6, OXTR agonist -0.1, CHO parental Ca -16, TAAR1 antag -25, CHRM1 PAM -3, CHRM1 agonist -8 and TAAR1 ag 0.

The last two entries of the section before come first, to join the parts:
For CCOC(=O)c1[nH]ncc1CN1CCCC(C(=O)c2cccc3ccccc23)C1 (stereo not drawn) the results were OXTR potentiate -5, M1 antag -6, V1R ag counter 1.7, OXTR agonist 1.7, CHO parental Ca -12, TAAR1 antag -16, CHRM1 PAM 6, CHRM1 agonist -10 and TAAR1 ag 9.
`Cc1cc(NC(=O)C(C)SCC(=O)Nc2cc(Cl)ccc2N2CCN(C)CC2)no1` (stereo not drawn) gave OXTR potentiate -2, M1 antag 3, V1R ag counter -1.6, OXTR agonist -0.1, CHO parental Ca -16, TAAR1 antag -25, CHRM1 PAM -3, CHRM1 agonist -8 and TAAR1 ag 0.
Screening O=[N+]([O-])c1cc2c(cc1C=Nc1ccccc1)OCO2 returned OXTR potentiate -5, M1 antag -5, V1R ag counter -0.4, OXTR agonist 0.8, CHO parental Ca -11, CHRM1 PAM 2 and CHRM1 agonist -3.
`Cc1ccccc1OCC(O)Cn1nnc2ccccc21` (stereo not drawn) gave OXTR potentiate -16, M1 antag -22, V1R ag counter 2.5, OXTR agonist 0.8, CHO parental Ca -6, TAAR1 antag 4, CHRM1 PAM 2, CHRM1 agonist -1 and TAAR1 ag 4.
Cc1[nH]nc2c1C(c1ccc3c(c1)OCO3)C(C#N)=C(N)O2 (stereo not drawn) was read as OXTR potentiate -5, M1 antag 11, V1R ag counter 1.3, OXTR agonist 1.1, CHO parental Ca -8, TAAR1 antag 0, CHRM1 PAM -4, CHRM1 agonist 1 and TAAR1 ag 2.
`CCN(CC)C(=O)CSc1nnc([C@@H](NC(=O)OC(C)(C)C)C(C)C)o1` gave OXTR potentiate 7, M1 antag 2, V1R ag counter -0.5, OXTR agonist -0.4, CHO parental Ca -9, TAAR1 antag 8, CHRM1 PAM 5, CHRM1 agonist -4 and TAAR1 ag 19.
Screening O=C(Nc1nnc(-c2ccco2)o1)c1ccc(S(=O)(=O)N2CCCC2)cc1 returned OXTR potentiate -3, M1 antag -4, V1R ag counter 0.2, OXTR agonist -1.1, CHO parental Ca -5, TAAR1 antag 5, CHRM1 PAM 9, CHRM1 agonist -7 and TAAR1 ag 0.
Screening COc1ccc2oc(=O)c(C(=O)N3CCN(c4ccccc4F)CC3)cc2c1 returned OXTR potentiate -8, M1 antag -1, V1R ag counter -0.2, OXTR agonist -1.6, CHO parental Ca -28, TAAR1 antag 7, CHRM1 PAM 9, CHRM1 agonist -6 and TAAR1 ag -1.
`O=C(c1ccccc1F)N1CCN=C1c1ccccc1` gave OXTR potentiate 3, M1 antag -5, V1R ag counter 0.2, OXTR agonist 4.3, CHO parental Ca -8, TAAR1 antag 0, CHRM1 PAM 2, CHRM1 agonist -4 and TAAR1 ag 0.
O=C(COc1ccc(F)cc1)NCC1(N2CCCCC2)CCCCC1 was read as M1 antag 7, TAAR1 antag -22, CHRM1 PAM 10, CHRM1 agonist -2 and TAAR1 ag 0.
Screening CC(=O)Nc1ccc(C(=O)N2CCN(S(=O)(=O)c3ccc4c(c3)OCCCO4)CC2)cc1 returned OXTR potentiate 0, M1 antag 4, V1R ag counter -0.1, OXTR agonist -0.9, CHO parental Ca -9, TAAR1 antag -6, CHRM1 PAM 16, CHRM1 agonist 6 and TAAR1 ag 3.
O=C(NC1CCCC1)C(c1ccc(N2CCOCC2)cc1)N(Cc1ccccc1)C(=O)c1ccco1 (stereo not drawn) was read as OXTR potentiate -12, M1 antag 8, V1R ag counter 0.2, OXTR agonist 0.4, CHO parental Ca -10, TAAR1 antag -2, CHRM1 PAM 0, CHRM1 agonist -3 and TAAR1 ag 2.
Screening O=C(NC1CCCC1)c1ccc(CNc2c(N3CCOCC3)c(=O)c2=O)cc1 returned OXTR potentiate -1, M1 antag -9, V1R ag counter -0.6, OXTR agonist -0.3, CHO parental Ca -7, TAAR1 antag -3, CHRM1 PAM 5, CHRM1 agonist -4 and TAAR1 ag 1.

Compounds as they come; about 3.7% have a hit in one of these screens.
